Compound activity: PubChem BioAssay, several laboratories
CRFR2-BP antag – CRF-BP/CRF-R2 complex antagonism | inhibition, % at 11.8 µM | HEK293 CRF-R2/CRF-BP, CRF-induced calcium fluorescence | 350,000 tested, 0.59% active;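 active = inhibition of the ligand-induced calcium signal above about 50% at the single tested concentration, limit read from the data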
IDE inh – cellular human IDE inhibition. P14735. HEK cells, FAbetaB cleavage, fluorescence polarization. inhibition, % at 5.59 µM. 320,000 tested, 0.41% active. AID 434962;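 active = percent inhibition above the average of all tested compounds plus 3 SD, set per screening campaign, cut at about 16% in these data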;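 note: IDE supplied by intact live HEK cells; FP after avidin binding of uncleaved biotin substrate so inhibition keeps polarization high; 0% = DMSO wells and 100% = 60 µM reference IDE inhibitor Ii1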
SUMO HTRF inh – blocks human SUMOylation mediated by UBC9 | P63279 | AID 2006 | 290,000 tested, 0.36% active | HTRF SUMOylation assay, SAE1/SAE2 + UBC9, in vitro | inhibition, % at 35 µM; in the data active = inhibition above about 50%, passing the limit was not always enough; note: strong numbers were not always called active
p-CIP stab down – compounds decreasing mouse p/CIP protein stability; Q05BA5; F442A p/CIP-EGFP cells, EGFP fluorescence, 16 h; decrease of EGFP signal, % at 10 µM; 290,000 tested, 0.01% active;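 active = EGFP signal decrease of at least 30% at 10 µM or well 3 SD below plate mean, unless failing retest; inactive = the rest, including hits failing retest or dose response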; note: some compounds called inactive have numbers as strong as hits; many of its hits are not listed in these tables
GalR3 antag – human GalR3 antagonism | 360,000 tested, 0.44% active | AID 651719 | HEK293 GalR3-CNG cAMP membrane potential fluorescence; galR3 body fused to GalR1 C-terminus | inhibition, % at 3 µM;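 active = inhibition above the screen-wide average plus 3 SD, cut at about 13% in these data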;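 note: forskolin and galanin both at EC90 stimulate the cells; cAMP rise reported by CNG channel membrane potential dye signal; 0% = forskolin plus galanin with DMSO and 100% = forskolin alone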
IDE cell activ – activators of human insulin-degrading enzyme in cells; P14735; AID 493087; HEK cells, FAbeta-B cleavage, fluorescence polarization; 0% vehicle, 100% cell-free pure enzyme wells; 340,000 tested, 0.073% active; activation, % at 5.96 µM;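 active = activation above the mean of all tested compounds plus 3 SD, set per screening campaign, cut at about 17% in these data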
HCV NS3 hel inh – HCV NS3 helicase inhibition; inhibition, % at 10.9 µM; AID 1800; 290,000 tested, 0.56% active; NS3 helicase DNA unwinding, Cy5 molecular beacon fluorescence;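 active = inhibition above the mean of all tested compounds plus 3 SD, set per campaign, cut at about 35% in these data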;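 note: 0% = DMSO wells and 100% = thioflavine S control wells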
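Compound dosing – single dose, 10.9 µM nominal final, DMSO 0.8% final · System – NS3 helicase fragment of HCV · Buffer or medium – MOPS pH 6.5, MgCl2, DTT, Tween20, BSA · Signal – Cy5 beacon fluorescence read at start and 1 h · Also added – annealed dual-labelled DNA beacon duplex, ATP-started · Schedule – 1 h at 25 °C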
VIM-2 inh – blocks Pseudomonas aeruginosa VIM-2 metallo-beta-lactamase; purified VIM-2, nitrocefin hydrolysis, epi-absorbance fluorescence; inhibition, % at 5.6 µM; 290,000 tested, 0.89% active;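 active = inhibition above the mean of all tested compounds plus 3 SD, cutoff set per screening run, cut at about 7.5% in these data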;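 note: red hydrolysis product quenches plate fluorescence so inhibitors raise well fluorescence; 0% = enzyme with DMSO and 100% = DMSO without enzyme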
IMP-1 inhibitor – inhibitors of Pseudomonas aeruginosa IMP-1 metallo-beta-lactamase; purified IMP-1, nitrocefin hydrolysis, epi-absorbance fluorescence; AID 1556; 290,000 tested, 0.45% active; inhibition, % at 5.6 µM;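 active = inhibition above the mean plus 3 SD of all compounds in the same screening run, cut at about 4.5% in these data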;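 note: 0% = IMP-1 with DMSO and 100% = DMSO wells lacking enzyme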
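Material – recombinant IMP-1 enzyme, purified · Amount – IMP-1 0.2 nM before substrate addition · Medium – HEPES buffer pH 7.1 with ZnSO4 and Brij 35 · Timing – 25 °C, 15 min preincubation, 25 min reaction · Measured by – plate fluorescence quenching by hydrolysis product, ex 480/em 530 nm · Read-out – percent enzyme inhibition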
Starred values were filed as active, the others as inactive; / = no result given; & = joins results of further samples.

SMILES	CRFR2-BP antag	IDE inh	SUMO HTRF inh	p-CIP stab down	GalR3 antag	IDE cell activ	HCV NS3 hel inh	VIM-2 inh	IMP-1 inhibitor
COCCNC(=S)Nc1cc2oc3ccccc3c2cc1OC	-15	/	5	-3	-2	0	-12	-2.6	-2.6
CCN1CCCC(OC(=O)c2cc(-c3ccccc3Cl)nc3ccccc23)C1 (stereo not given)	-33	4	1	13	-5	-1	-30	-0.3	-3.1
Cc1ccc(Sc2ncccc2COC(=O)Nc2ccccc2)cc1	20	2	-35	-10	-5	4	-7	-1.4	-2.4
O=C(Nc1nccs1)c1cc2sccc2n1Cc1ccc(Cl)cc1	-14	4	20	-11	0	10	6	-1.7	-4.7
C/C(=N/NC(=O)c1cccs1)c1cccc(N)c1	5	4	12	2	5	1	2	-3.7	-5.5
CCC(=O)Nc1ccc(NC(=O)CSc2nnnn2C2CCCC2)cc1C	-6	/	-9	-22	-3	-2	1	-0.9	-1.3
O=C(c1ccccc1)N1CCN(C(=O)N2CCCCC2)CC1	-1	-10	10	-7	-6	2	3	4.0	-0.6
Cc1cc(C(=O)CSc2nnnn2-c2ccccc2)c(C)n1CCc1ccccc1	-16	2	10	2	-3	3	-6	0.0	-3.3
Cc1cnccc1CNC(=O)CC1C(=O)NCCN1CC(C)(C)C (stereo not given)	35	5	-7	-18	-2	0	-2	-4.7	-1.9
O=C(Nc1ccnn1C1CCN(C2CCCCC2)CC1)c1cccc(F)c1	-15	/	-8	2	-6	8	3	-2.1	-2.1
CCn1nnc(NC(=O)c2cccnc2Cl)n1	-6	5	-7	1	-5	5	0	-3.4	1.5
COc1ccc(NC(=O)CSCC(=O)Nc2cc(Cl)ccc2N2CCOCC2)cc1	-5	-1	/	/	-1	-2	/	/	/
CC(NC(=O)CN(c1cccc(C(F)(F)F)c1)S(C)(=O)=O)c1ccccc1 (stereo not given)	5	2	-1	-3	-11	3	-2	0.0	-1.5
CCn1cc(CN2CCN(CCC(C)C)C(CCO)C2)c2ccccc21 (stereo not given)	1	1	6	1	-2	6	-1	-1.9	-1.2
Cc1cccc(C(=O)NC2CCCc3ccccc32)c1 (stereo not given)	/	2	12	-10	0	/	4	-1.9	-2.6
Cc1cc(S(=O)(=O)N2CCCCC2CCNC(=O)C(=O)NCC2CCCO2)ccc1F (stereo not given)	8	1	/	/	-5	-4	/	/	/
Cc1ccc(S(=O)(=O)NCC(=O)OCC(=O)Nc2ncc(Cl)cc2Cl)cc1	-6	3	-9	3	-2	4	2	-1.9	-2.5
COc1cc2cc(Oc3ccc4ccc(=O)oc4c3)c(=O)oc2cc1OC(C)=O	9	0	23	-8	-7	6	3	-1.0	-2.1
CCOC(=O)c1c(C)[nH]c(C(=O)OCC(=O)Nc2cc(C)c(Cl)cc2OC)c1C	-18	-1	47	-10	4	2	10	-2.2	-4.4
COc1ccccc1OC(C)C(=O)Nc1ccc(S(=O)(=O)Nc2nccs2)cc1 (stereo not given)	-10	-2	-3	-1	-11	0	-9	-0.1	-1.6
CCCC(=O)NC(=S)Nc1ccc(N2CCN(C(=O)c3cccs3)CC2)cc1	-3	3	4	-10	-10	-1	0	-1.7	1.2
CCCCNC(=O)/C(C#N)=C/c1cccnc1	-18	0	-4	-15	-6	2	-16	-3.0	-3.0
O=C(/C=C/c1ccc(Br)cc1)NC(=S)NNC(=O)c1ccco1	-9	6	-60	-3	0	1	10	-3.1	-2.8
COc1ccc(C(=O)NCc2ccc(S(N)(=O)=O)cc2)cc1[N+](=O)[O-]	-5	2	-1	-7	5	-1	4	-4.6	-3.5
CN(Cc1c(C(=O)N/N=C/c2ccc(O)cc2)nnn1-c1nonc1N)c1ccccc1	-2	3	/	-16	-4	6	19	-1.2	-1.8
C/C(CC(=O)Nc1ccccn1)=N\NC(=O)c1ccc2ccccc2c1	27	2	11	-9	-5	-1	-3	4.3	0.6
CN(c1ccc(F)cc1)S(=O)(=O)c1ccc(Cl)c(C(=O)NCc2ccco2)c1	7	-1	/	/	-7	1	/	/	/
O=C(NNC(=O)c1ccccc1Cl)c1cc2cc(OC(F)(F)F)ccc2[nH]1	-19	6	13	-17	-4	5	-11	-4.6	-3.5
CCOc1ccc(CCNS(=O)(=O)c2cc3c(cc2C)NC(=O)CO3)cc1OCC	-1	2	4	-5	/	-5	4	-0.9	-0.6
Cc1ccc(-c2cc(C(F)F)nc(N3CCOCC3)n2)cc1	-2	1	12	-10	-6	-1	-1	0.9	-3.7
Cc1ccnc(NC(NC(=O)C(C)C)(C(F)(F)F)C(F)(F)F)c1	-4	-6	6	-8	-6	11	9	-0.9	-0.4
CSc1ccc(C(=O)N2CCC(CCC(=O)NCc3ccc(F)cc3)CC2)cc1	-5	/	-7	1	-8	-3	-1	-3.8	-2.3
CCOc1ccc(NC(=S)NC(=O)/C=C/c2ccc(OC)cc2)c([N+](=O)[O-])c1	-8	5	26	-1	3	5	-2	-2.1	-0.4
COC(=O)C1=C(C(=O)c2ccc(C)cc2)C(c2ccccc2)n2nnnc2N1 (stereo not given)	-12	-8	20	0	0	2	1	0.6	-2.3
COc1ccc2cnn(-c3ccccc3)c(=O)c2c1OC	-14	7	14	4	-2	2	-3	-3.1	-4.8
Nc1nc2cc3ccccc3cc2[nH]c1=O	3	4	15	0	-1	0	19	-1.2	-4.3
O=C(Cn1c(=O)c2cccn2c2ccccc21)NCCc1ccccc1	0	-3	-9	4	-4	8	13	-1.8	-2.3
Cc1ccc2oc(=O)c3cnn(CC(=O)NCCc4ccsc4)c3c2c1	17	-1	-11	3	/	-4	-2	-3.1	-4.2
COc1cccc(CN(C(=O)COc2ccccc2[N+](=O)[O-])C2CCS(=O)(=O)C2)c1 (stereo not given)	-5	-3	-5	10	/	6	4	-2.0	-2.5
Cc1nc(CCNC(=O)C2CCC(=O)N(CCc3cccc(F)c3)C2)sc1C (stereo not given)	8	/	-2	-19	2	5	4	-2.9	-4.4
CC(C)c1nc(N2CCN(C(=O)c3ccco3)CC2)c(C#N)c2c1COC(C)(C)C2	11	2	5	0	-3	4	-4	-1.9	-3.4
CCOC(=O)N1CCN(CC(=O)Nc2c(C(=O)OC)[nH]c3cccc(Cl)c23)CC1	-24	1	6	-1	/	5	-2	-2.5	-1.6
Cc1cc(C)cc(NC(=S)NCc2ccncc2)c1	6	-2	3	7	6	6	3	-1.8	-3.0
CN=c1oc2ccc(Cl)cc2cc1C(N)=O	-24	1	22	-7	-5	3	-2	-4.0	-3.8
CCOC(=O)C1(Cc2cccc(OC)c2)CCCN(C(=O)c2ccccc2C)C1 (stereo not given)	-8	-4	16	-8	-5	2	0	-1.6	-4.4
O=C1C=C(c2ccc3ccccc3c2)C[C@@H](c2ccc(F)cc2)C1	1	2	/	/	-5	2	/	/	/
CCOC(=O)[C@@H]1[C@H]2COc3ccc(Br)cc3[C@H]2N2C(=O)N(c3cccc(Cl)c3)C(=O)[C@]12C	0	2	-4	-8	-6	6	-28	-1.4	0.6
COc1ccc2c(c1)c1nnc(SC)nc1n2C	7	4	16	8	-2	7	-5	2.0	-1.7
Cc1cc(N=CC2=C(O)CCCC2=O)no1	0	0	11	0	4	2	2	-1.4	-2.9
Cc1ccccc1-c1nc(-c2ccc(NC(=O)c3cccs3)cc2)no1	20	3	-6	-2	-4	2	7	1.8	-1.8
Next results follow:
SMILES	CRFR2-BP antag	IDE inh	SUMO HTRF inh	p-CIP stab down	GalR3 antag	IDE cell activ	HCV NS3 hel inh	VIM-2 inh	IMP-1 inhibitor
Cc1ccc(C(=O)Nc2cccc(C(F)(F)F)c2)cc1NC(=O)c1ccno1	21&5	15	-13	-15	-5&-1	-13	/	/	/
CCOC(=O)N1CCC(N2C(=O)c3ccccc3C2Nc2cccnc2)CC1 (stereo not given)	1	0	8	-3	/	-3	6	-2.6	-3.6
O=C(COC(=O)COc1ccc(Cl)cc1)NCc1cccs1	8	1	12	-7	5	-3	4	1.6	-1.4
Cc1ccsc1C(=O)NCCc1c[nH]c2ccccc12	5	6	1	18	-2	7	1	0.7	-3.0
Brc1ccccc1-c1ccccc1	10	2	/	/	1	2	/	/	/
O=C1c2ccccc2C(Nc2ccccc2)N1Cc1ccc2c(c1)OCO2 (stereo not given)	0	4	-3	-5	-4	-2	-5	-3.0	-2.6
COc1ncccc1-c1nnn(-c2ccccc2Br)n1	10	-4	/	/	-5	-1	/	/	/
CN(C)N1C(=O)CC(N2CCCC2)C1=O (stereo not given)	-5	-5	22	-20	-10	1	5	-0.7	-2.2
CCCNS(=O)(=O)c1ccc(OCC(=O)N2CCN(c3ccccc3)CC2)cc1	0	8	17	-16	-2	0	-11	-3.1	-3.3
CC(=O)c1cccc(NS(=O)(=O)c2csc(C(N)=O)c2)c1	9	5	-3	-14	-10	5	0	-3.0	-1.7
COc1ccccc1Oc1nc([N+](=O)[O-])nn1CC(N)=O	3	5	-2	10	-2	3	2	-1.6	-2.7

Reformatted: eleven of the compounds above
| CRFR2-BP antag | IDE inh | SUMO HTRF inh | p-CIP stab down | GalR3 antag | IDE cell activ | HCV NS3 hel inh | VIM-2 inh | IMP-1 inhibitor | structure |
| --- | --- | --- | --- | --- | --- | --- | --- | --- | --- |
| -15 | / | 5 | -3 | -2 | 0 | -12 | -2.6 | -2.6 | COCCNC(=S)Nc1cc2oc3ccccc3c2cc1OC |
| -33 | 4 | 1 | 13 | -5 | -1 | -30 | -0.3 | -3.1 | CCN1CCCC(OC(=O)c2cc(-c3ccccc3Cl)nc3ccccc23)C1 (stereo not given) |
| 20 | 2 | -35 | -10 | -5 | 4 | -7 | -1.4 | -2.4 | Cc1ccc(Sc2ncccc2COC(=O)Nc2ccccc2)cc1 |
| -14 | 4 | 20 | -11 | 0 | 10 | 6 | -1.7 | -4.7 | O=C(Nc1nccs1)c1cc2sccc2n1Cc1ccc(Cl)cc1 |
| 5 | 4 | 12 | 2 | 5 | 1 | 2 | -3.7 | -5.5 | C/C(=N/NC(=O)c1cccs1)c1cccc(N)c1 |
| -6 | / | -9 | -22 | -3 | -2 | 1 | -0.9 | -1.3 | CCC(=O)Nc1ccc(NC(=O)CSc2nnnn2C2CCCC2)cc1C |
| -1 | -10 | 10 | -7 | -6 | 2 | 3 | 4.0 | -0.6 | O=C(c1ccccc1)N1CCN(C(=O)N2CCCCC2)CC1 |
| -16 | 2 | 10 | 2 | -3 | 3 | -6 | 0.0 | -3.3 | Cc1cc(C(=O)CSc2nnnn2-c2ccccc2)c(C)n1CCc1ccccc1 |
| 35 | 5 | -7 | -18 | -2 | 0 | -2 | -4.7 | -1.9 | Cc1cnccc1CNC(=O)CC1C(=O)NCCN1CC(C)(C)C (stereo not given) |
| -15 | / | -8 | 2 | -6 | 8 | 3 | -2.1 | -2.1 | O=C(Nc1ccnn1C1CCN(C2CCCCC2)CC1)c1cccc(F)c1 |
| -6 | 5 | -7 | 1 | -5 | 5 | 0 | -3.4 | 1.5 | CCn1nnc(NC(=O)c2cccnc2Cl)n1 |
